Fh CTSL1 inh: blocks F. hepatica cathepsin L1 in PFM18AAP counter-screen. recombinant F. hepatica cathepsin L1, Z-Leu-Arg-MCA fluorescence. inhibition, % at 5.96 µM. 300,000 tested, 0.49% active;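 active = inhibition above the mean of all tested compounds plus 3 SD, set per screening campaign, cut at about 17% in these data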;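 also: 0% = plate median of test compound wells and 100% = 1 µM Z-Phe-Ala-diazomethylketone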
AHR activator: activates the human aryl hydrocarbon receptor. 320,000 tested, 2.5% active. activation, % at 5 µM. AID 2796. P35869. AHR-responsive luciferase reporter cells, luminescence; in the data active = activation above about 47%;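 also: 0% = vehicle wells and 100% = reference agonist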
PP5 inh: blocks human protein phosphatase 5 activity | AID 1987 | inhibition, % at 6.7 µM | purified PP5c, OMFP substrate fluorescence | 320,000 tested, 0.18% active | P53041;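 active = inhibition above the campaign's mean inhibition across all tested compounds plus 3 SD, cut at about 9.5% in these data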;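 also: 0% = DMSO only and 100% = 100 µM cantharidin control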
Target sequence (P53041 whole entry, looked up): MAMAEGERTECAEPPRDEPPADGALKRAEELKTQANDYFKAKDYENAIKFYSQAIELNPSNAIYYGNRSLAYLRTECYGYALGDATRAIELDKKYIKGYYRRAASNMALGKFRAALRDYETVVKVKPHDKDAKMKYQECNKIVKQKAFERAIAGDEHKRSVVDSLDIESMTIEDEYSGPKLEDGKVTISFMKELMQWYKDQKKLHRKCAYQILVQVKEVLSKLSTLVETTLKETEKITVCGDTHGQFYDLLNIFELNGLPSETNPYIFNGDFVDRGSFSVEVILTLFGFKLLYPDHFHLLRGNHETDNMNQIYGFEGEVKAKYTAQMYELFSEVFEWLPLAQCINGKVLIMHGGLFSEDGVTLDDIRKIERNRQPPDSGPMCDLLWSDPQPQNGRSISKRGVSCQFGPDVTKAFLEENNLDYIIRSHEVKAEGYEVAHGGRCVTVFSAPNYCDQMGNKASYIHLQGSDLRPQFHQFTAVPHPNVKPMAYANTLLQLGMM
TPT1 inh: blocks Candida albicans tRNA 2'-phosphotransferase | recombinant caTPT1, FP RNA substrate dephosphorylation | inhibition, % at 5 µM | 300,000 tested, 0.81% active;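 active = inhibition above the mean of all tested compounds plus 3 SD, set per screening campaign, cut at about 24% in these data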;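 also: plate controls were DMSO alone for no effect and ferristatin control at 100 nM for full effect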
procasp3 activ: procaspase-3 (human) activation. P42574. recombinant procaspase-3 D3A, Ac-DEVD-pNA absorbance 405 nm. activation, % at 8.5 µM. 330,000 tested, 0.11% active. AID 463141;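 active = activation above the mean of all tested compounds plus 3 SD, cut at about 21% in these data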;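 also: 0% = DMSO alone and 100% = DMSO wells spiked with extra 5 µM PC-3 D3A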
Target sequence (P42574 whole entry D9A/D28A/D175A): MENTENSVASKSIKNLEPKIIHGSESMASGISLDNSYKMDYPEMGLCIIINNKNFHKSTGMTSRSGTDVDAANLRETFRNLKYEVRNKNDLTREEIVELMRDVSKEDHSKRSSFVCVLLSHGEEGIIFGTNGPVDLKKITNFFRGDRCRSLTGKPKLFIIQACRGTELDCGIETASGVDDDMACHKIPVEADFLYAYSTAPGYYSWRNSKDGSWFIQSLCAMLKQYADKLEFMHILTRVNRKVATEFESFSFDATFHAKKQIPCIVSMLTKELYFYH
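Assay system – Procaspase-3 D3A mutant, all three cleavage aspartates alanine · Controls – DMSO-only low control, 5 µM PC-3 D3A high control · Schedule – 1 h compound preincubation, 2 h substrate hydrolysis at 25 °C · Signal – 405 nm absorbance of p-nitroaniline, reads at 0 and 120 min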
HCV core dimer: blocks dimerization of HCV core protein | 300,000 tested, 0.33% active | TR-FRET GST/Flag-core106 dimerization, 1536-well | AID 1899 | inhibition, % at 5 µM;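 active = inhibition above the mean of all tested compounds plus 3 SD, set per screening campaign, cut at about 45% in these data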
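Material: Tagged HCV core106 pair (GST and Flag) | Amount: GST-core106 13.5 nM, Flag-core106 17 nM | Medium: KF-containing HEPES buffer, pH 7.45, DTT, CHAPS, BSA | Reagent: Eu donor and XL665 acceptor anti-tag antibodies | Schedule: 4 h at 22.5 °C | Technique: Time-resolved FRET, ex 340 nm, em 617 and 671 nm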
PAFAH2 inh: PAFAH2 (human) inhibition. Q99487. recombinant PAFAH2, FP-rhodamine activity probe, fluorescence polarization. inhibition, % at 3.39 µM. 340,000 tested, 0.99% active;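 active = inhibition above the mean over all tested compounds plus 3 SD, cut at about 30% in these data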;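 also: inhibitors block probe labeling of enzyme so polarization drops; 0% = enzyme with DMSO and 100% = wells lacking PAFAH2 protein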
procasp7 counter: counter-screen for procaspase-3 activators: activators of human procaspase-7; 330,000 tested, 0.093% active; activation, % at 8.5 µM; AID 463210; recombinant procaspase-7, Ac-DEVD-pNA absorbance 405 nm; D23A/D198A/D206A triple mutant, cannot self-cleave; scale: DMSO 0, 5 µM enzyme 100;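 active = percent activation above the screen-wide mean plus 3 SD, cut at about 25% in these data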
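Assay system – Uncleavable procaspase-7 mutant enzyme · Quantity – 2 µM procaspase-7 mutant as dispensed · Times – 1 h preincubation, 2 h reaction · Dosing – single nominal 8.5 µM compound dose, 0.8% DMSO final · Buffer or medium – Zinc-free 50 mM HEPES buffer, pH 7.4, with NaCl and Triton X-100 · Detection – Epi-absorbance of released pNA at 405 nm, two timepoints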
PP1 counter: counter-screen for PP5 inhibitors: inhibitors of human PP1-alpha. purified PP1alpha, OMFP fluorescence. 320,000 tested, 0.9% active. AID 2235. inhibition, % at 6.7 µM;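 active = inhibition above the mean inhibition of all tested compounds plus 3 SD, computed separately for each screening campaign, cut at about 15% in these data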
Target sequence (P62136 whole entry, looked up): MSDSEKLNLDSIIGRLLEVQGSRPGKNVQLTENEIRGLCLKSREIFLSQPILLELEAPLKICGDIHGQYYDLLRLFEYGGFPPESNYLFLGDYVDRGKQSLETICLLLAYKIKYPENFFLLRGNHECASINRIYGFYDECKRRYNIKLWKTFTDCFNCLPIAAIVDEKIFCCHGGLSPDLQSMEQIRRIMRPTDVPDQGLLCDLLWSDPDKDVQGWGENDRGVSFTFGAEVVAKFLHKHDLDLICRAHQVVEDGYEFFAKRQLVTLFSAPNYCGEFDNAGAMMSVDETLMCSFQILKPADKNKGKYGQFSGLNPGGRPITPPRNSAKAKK
Numbers without * were called inactive; · = not tested or not shown.

Every second line gives: Fh CTSL1 inh, AHR activator, PP5 inh, TPT1 inh, procasp3 activ, HCV core dimer, PAFAH2 inh, procasp7 counter, PP1 counter
- CC1=CC=CN2CC(O)CN=C12 (stereo unspecified)
 : 1.6, 2.3, 2.4, 2.0, 5.3, -2.7, -2.0, -0.6, -1.5
- COc1cc(/C=N/n2c(-c3cc(C)[nH]n3)n[nH]c2=S)ccc1O
 : 1.3, 4.3, 0.3, 4.3, 2.0, -12.1, 4.8, -6.5, -0.1
- CCOc1cc(S(=O)(=O)n2ccnc2)ccc1Cl
 : -0.6, -0.6, 1.0, -0.6, 5.6, 3.8, 0.2, -1.5, 1.3
- CN1C(=S)SC(/[N+]([O-])=C/c2ccc(Cl)cc2)C1(C)C (stereo unspecified)
 : -2.6, -1.2, 1.6, -2.9, -0.2, -3.3, -6.8, 3.9, -3.8
- COc1ccc(S(=O)(=O)N2CCN(CCc3ccccc3)CC2)cc1
 : 6.7, -0.5, -1.4, 4.4, -2.7, 2.9, -7.6, 0.5, -3.5
- CCN1C(=O)C(CC(=O)Nc2ccccc2Cl)N(NC(=O)c2cccc(F)c2)C1=S (stereo unspecified)
 : 8.7, 0.5, -1.2, -5.4, -7.4, -16.3, -1.7, -4.9, -3.9
- O=C(COC(=O)c1c[nH]c2ccccc12)Nc1cccc(F)c1
 : ·, 19.3, 6.9, ·, -8.5, ·, 81.3*, -4.3, 0.0
- CS(=O)(=O)c1ccc(CNC(=O)C2(C(F)(F)F)C/C(=C\Cc3ccccc3)CCCO2)cc1 (stereo unspecified)
 : -0.2, -0.9, 0.5, -4.9, -0.3, 10.2, -9.0, -1.9, -1.3
- O=C(O)C1Cc2[nH]cnc2C(c2ccc(F)cc2)N1 (stereo unspecified)
 : -0.7, 11.3, -3.6, 0.0, 7.0, 1.5, 0.8, 3.4, -4.0
- CN1CCN(CCCNC(=O)c2ccc(NC(=O)C3=CSCCO3)cc2)CC1
 : -0.4, 1.4, 2.5, 2.5, 4.4, -12.9, -5.2, 9.7, 1.8
- COc1cccc(C(=O)Nc2cc3c4c(c2)CC(=O)N4CCC3)c1
 : -4.1, 0.4, 1.0, -3.2, 3.0, 0.0, -2.3, 2.2, 0.3
- Cc1cc2oc(=O)cc(CN3CCCCC3C)c2cc1Cl (stereo unspecified)
 : 2.7, 3.2, -0.5, 1.5, 11.5, 13.8, -3.5, 4.9, -5.5
- O=C(O)CCSc1nnc(-c2ccccc2)n1-c1ccccc1
 : -2.0, 2.3, 1.8, -3.6, -0.1, -3.1, -1.2, -1.4, 1.8
- C/C(=N\NC(=O)C(O)c1ccccc1)c1ccc(C)s1 (stereo unspecified)
 : 7.3, 0.3, -2.4, 2.5, 3.0, -3.6, -3.1, -0.4, -1.6
- OCCC1CN(Cc2ccc3nonc3c2)CCN1Cc1ccsc1 (stereo unspecified)
 : 1.2, 0.0, -0.8, 4.8, 4.9, 4.1, -2.2, 6.8, 0.5
- C=CCn1c(O)c(N=NC(=S)Nc2cccc(C)c2)c2ccccc21
 : -1.8, 122.9*, 3.6, -1.2, 10.2, -2.6, -5.1, 1.2, 5.8
- Cc1ccc(S(=O)(=O)N2CCCCC2)cc1C(=O)NCc1ccc(S(N)(=O)=O)cc1
 : ·, -0.8, ·, ·, -1.5, ·, -0.5, 10.6, ·
- CC(C)c1ccc(OCC(=O)N2CCCCCC2)c(Br)c1
 : 2.3, 13.9, -1.0, -2.8, 6.3, 8.3, -2.6, -4.4, 3.9
- Cn1c(=O)n(CC(N)=O)c(=O)c2c1nc(Br)n2Cc1ccccc1
 : -4.2, 1.0, 0.0, -4.8, 0.2, 1.0, -7.0, 4.0, -2.2
- CC(=O)N/N=c1\sc2ccccc2n1C
 : -0.4, 29.2, -1.9, 1.3, 4.8, 1.3, -5.4, 2.4, -3.8
- OCCC1CN(Cc2cccn2-c2cccnc2)CCN1CCc1ccccc1 (stereo unspecified)
 : -3.1, 5.2, -1.5, -0.2, 3.5, 1.8, 0.9, 3.4, -4.5
- COC(=O)c1ccc(Cl)cc1N(Cc1c(F)cccc1Cl)S(C)(=O)=O
 : 2.0, -0.3, 0.6, 1.4, 3.0, 0.6, 2.2, 3.7, -0.9
- Cn1c(SCC(=O)Nc2ccc3c(c2)OCCO3)nnc1-c1ccco1
 : -1.6, -0.9, 0.5, 0.0, 0.9, -0.8, -3.5, 0.3, -0.9
- Cc1c(CCC(=O)N[C@@H](CC(C)C)C(=O)O)c(=O)oc2c(C)c3oc4c(c3cc12)CCCC4
 : 6.5, -0.1, -1.1, -2.0, 1.0, 21.5, -0.9, 13.9, 0.4
- COc1cccc(CNc2nc3nc4c(c(=O)n3[nH]2)CCC4)c1
 : -1.3, -1.0, -0.6, 4.5, -2.9, -0.1, 5.5, 1.6, -2.2
- CCOC(=O)C1=C(C)NC(=S)NC1c1ccsc1 (stereo unspecified)
 : 0.8, -3.0, -2.4, -1.3, 7.2, -4.2, 4.4, -1.0, -0.5
- Cc1cc(=O)[nH]c(-n2nc(C)cc2C)n1
 : -2.5, 4.7, 0.7, 1.5, -4.6, 1.7, -0.2, -3.8, -5.2
- COC(=O)c1ccc(CO/N=C/c2ccc(OC)cc2OC)cc1
 : 5.7, -0.6, 1.6, -1.2, -0.5, -15.6, -0.8, 0.8, -0.7
- COc1ccc(NC(=O)NCc2ccco2)cc1OC
 : 1.9, 4.8, -1.1, 2.5, 2.4, -3.9, -4.5, -6.0, -5.6
- Cc1nc(SCc2ccc(C(=O)O)cc2)nc2c1CCCC2
 : -2.8, -5.3, 2.6, -1.3, 0.7, 0.1, 11.4, 5.6, -1.1
- O=C(CCn1cncn1)N1CCCC(N2CCN(c3ccc(F)cc3)CC2)C1 (stereo unspecified)
 : 0.5, -1.9, 0.2, -0.5, 2.7, -6.2, -1.0, 8.2, -1.4
- CCCCCCNc1nc(-c2ccc(OC)cc2)c(CCC(=O)O)s1
 : 4.9, 41.1, 1.6, 3.3, -6.2, 2.9, -3.2, -5.2, -1.9
- COc1cc(CNCC(C)C)cc(Br)c1OCC(=O)Nc1ccccc1
 : -0.1, 0.7, 1.2, -3.0, -6.8, -2.0, 0.1, 0.4, 1.5
- CCOC(=O)C(C)Sc1ccc2nnc(-c3ccc(F)cc3)n2n1 (stereo unspecified)
 : -2.4, 5.4, 3.2, 3.4, 2.8, 2.0, -1.6, -5.9, -1.9
- O=S(=O)(Nc1ccccc1F)c1ccc(Cl)nc1
 : ·, -0.5, 0.1, ·, 8.4, ·, -5.9, 6.2, -4.2
- Cc1ccc(C2OC34CCCCCC3C(C#N)(C(=N)O4)C2(C#N)C#N)cc1 (stereo unspecified)
 : -2.0, 1.2, 1.0, -3.7, -7.3, 1.3, 3.1, -7.9, -1.2
- N#CC1(NC(=O)CSc2nc3ccccc3o2)CCCCC1
 : ·, -2.2, ·, ·, -1.6, ·, 3.3, 3.1, ·
- O=C(Oc1ccc([N+](=O)[O-])cc1)C1CC(=O)N(c2ccc3c(c2)OCCO3)C1 (stereo unspecified)
 : ·, -0.2, ·, ·, 1.3, ·, 3.9, -1.6, ·
- COc1ccc(CNC(=O)C(C)c2ccc([N+](=O)[O-])cc2)cc1 (stereo unspecified)
 : 0.5, 3.7, 0.6, -4.8, 4.8, -16.8, 4.6, 8.8, -1.7
- COc1ccc(CCNc2nc3ccccc3n3nnnc23)cc1OC
 : 2.0, 53.6*, 1.6, -11.6, 1.7, -44.8, 0.0, -5.1, -6.9
- CCN(CC)C(=O)CSc1nc2ccccc2c(=O)n1CCC(=O)NCc1ccc(F)cc1
 : 0.6, 0.6, -0.9, -3.1, 0.3, -0.1, 7.9, 14.5, -1.9
- Cc1ccc(NS(=O)(=O)c2cccc(C(=O)Nc3cc(C)on3)c2)cc1
 : -2.1, 27.2, 2.5, 0.2, 1.2, -3.9, -5.2, -9.9, -0.3
- Cc1ccc(NC(=O)CN(c2ccc(Cl)cc2)S(=O)(=O)c2cc([N+](=O)[O-])ccc2Cl)c(C)c1
 : 1.5, 2.5, -0.1, -0.4, -1.0, 21.1, ·, -2.5, -3.4
- COc1ccc(-c2c(-c3cc(OC)cc(OC)c3)n(C)c3ccc(-c4cccc5[nH]ccc45)cc23)cc1
 : ·, 5.7, 0.2, ·, 11.2, ·, 6.8, -2.7, -1.1
- COc1ccccc1NC(=O)CCSc1ccc(C)cc1
 : 3.5, -0.4, 2.9, 0.3, -5.9, 8.5, 7.1, 5.2, -1.2
- CCOc1cc(/C=N/NC(=O)CNc2ccc(C)cc2)ccc1OC(=O)c1ccccc1
 : 1.3, 3.0, 1.7, -1.9, -8.9, 25.9, -4.1, -3.2, 15.5*
- CCCCN(Cc1ccco1)S(=O)(=O)c1csc(C(N)=O)c1
 : 5.2, -0.3, -1.2, 1.3, -6.6, 1.4, -4.1, -9.8, 0.2
- CSc1nccc(Oc2ccc(C#N)cc2)n1
 : -0.6, -3.0, -1.6, -3.4, -1.4, 0.1, -3.3, 11.1, -1.8
- Cn1cc(Cl)c(C(=O)NC(=S)Nc2sc3c(c2C#N)CCCCC3)n1
 : 0.9, 6.6, 2.2, 0.7, 2.1, -6.4, 1.6, 0.7, -1.3
- CCc1ccc(C2NC(=S)NC3=C2C(=O)N(c2ccccc2OC)C(c2ccc(CC)cc2)N3)cc1 (stereo unspecified)
 : 0.8, 18.1, 3.5, 1.4, 1.0, 14.6, 17.1, -1.4, 12.1
- O=C1CCSc2ccc(Cl)cc2N1Cc1ccccc1
 : 7.7, 1.3, 1.2, -0.3, 1.0, 7.1, -3.0, -15.5, 2.5
- COC(=O)CN1C(=O)c2cccc3cccc1c23
 : -2.2, 2.4, 1.4, 4.2, -0.5, -6.5, 2.0, 10.7, 1.9
- Cc1nc(N2CCOCC2)nc2c1CCC2
 : 1.7, -1.4, 0.8, 0.5, -0.3, 6.7, -3.9, 10.4, -4.9
- COC(=O)c1cccn(CC(=O)c2ccc(Cl)cc2Cl)c1=O
 : -2.3, -1.4, 2.7, -1.1, 11.4, -0.8, 3.0, -6.6, 0.5
- CCOC(=O)N1CCN(c2c(NCCc3ccc(OCC)c(OCC)c3)c(=O)c2=O)CC1
 : -1.2, 0.5, 3.1, 0.5, -3.9, -1.3, 3.7, -5.3, -0.8
- O=C(CN1C(=O)C2C3C=CC(C4CC34)C2C1=O)NCc1ccco1 (stereo unspecified)
 : -0.9, -0.9, 1.9, -6.4, 4.7, -1.8, -5.0, 2.8, -2.0
- CCC(C)NC(=O)C1=CCN(S(=O)(=O)c2ccc(C)cc2)CC1 (stereo unspecified)
 : 1.4, -1.8, 1.1, 1.7, -1.3, 4.9, -7.1, -1.0, -4.9
- Cc1cc(C)c2c(CN3CCN(Cc4ccccc4)CC3)cc(=O)oc2c1C
 : -1.4, -0.3, 0.0, 0.7, 6.4, 6.6, -0.3, 15.7, 1.2
- O=C(COC(=O)C1CCN(S(=O)(=O)c2cccs2)CC1)NCc1ccccc1
 : 2.8, 3.1, 0.9, 0.9, -0.4, -6.4, 6.7, 4.3, -1.3
- COc1cccc(N(CC(=O)NC2CCCC2)C(=O)Cn2nnc(-c3ccc(C)cc3)n2)c1
 : 3.3, -0.3, 3.3, -3.5, -2.0, 6.5, -3.6, 7.2, 3.5

Assay outcomes deposited in PubChem BioAssay by The Scripps Research Institute Molecular Screening Center.
